From PubChem BioAssay
Tau fil binding: qHTS Assay for Tau Filament Binding. recombinant tau filaments, thioflavin S fluorescence, 15 h; filaments grown with octadecylsulfate alongside compound. Potency, µM (doses to about 57.1 µM), for the others: at the highest dose activity change, negative = inhibition. hit rate 2% among 71,000. AID 596, 2007;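 also: potency is read from the fitted curve at half-maximal effect; % is scaled to controls: 0 for no effect and ±100 for the full control effect; actives lower thioflavin S fluorescence by blocking filaments or displacing dye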
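ThS-based fibril read: tau 1 uM final, inducer ODS 30 uM final, 37 C for 15 h, ex 450/em 510 nm.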
A350 fluor: qHTS Assay for Spectroscopic Profiling in A350 Spectral Region | hit rate 11% among 59,000 | max dye-equivalent concentration, M | Compound autofluorescence, 340/450 nm, Alexa 350 dye-equivalents; stronger effect = higher value; in the data active = max dye-equivalent concentration above about 10 nM; inconclusive = mostly about 1.1 nM to 9.6 nM
BRCT PPI red: qHTS Assay for Inhibitors of BRCT-Phosphoprotein Interaction (Red Fluorophore); BRCT-phosphopeptide binding, red fluorescence polarization; Breast cancer type 1 susceptibility protein (Homo sapiens), P38398; hit rate 0.03% among 75,000; AID 892, 2007; Potency, µM (highest dose often 76.9 µM), for inactives: at the highest dose activity change, negative = inhibition, actives largely listed as inhibitors; also: % is scaled to controls: 0 for no effect and ±100 for the full control effect
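Fluorescence polarization: 100 nM His-tagged BRCA1 BRCT with 100 nM TAMRA-labelled phospho-BACH1 decapeptide, phosphate buffer pH 7.3 with 150 mM NaCl, DTT, 0.01% Tween 20; 12 min RT. Binding inhibition seen as FP decrease.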
HEK293 cAMP ctrl: qHTS Assay for Agonists of the Thyroid Stimulating Hormone Receptor: Activators of Intracellular cAMP Concentrations in Parental HEK 293. parental HEK293 CNG cAMP sensor, membrane potential fluorescence. Potency, µM (titrated, usually from 57.1 µM), inactives show top-dose activation, usual class: activators. hit rate 2.5% among 73,000. AID 938, 2007; also: potency is read from the fitted curve at half-maximal effect; % of control where 0% means no effect; nearly all actives have a fitted effect of over 55% in size
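Parental HEK 293 cells stably expressing a modified CNG channel (no TSHR) report cAMP rise as membrane depolarization. Membrane potential dye with 100 uM RO 20-1724 was loaded for 60 min at room temperature, then compound added for 30 min; fluorescence read at 590 nm.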
USP2a inh: qHTS Assay for Inhibitors of Ubiquitin-specific Protease USP2a; Ubiquitin carboxyl-terminal hydrolase 2 (Homo sapiens), O75604; USP2a enzymatic assay, qHTS inhibition; Potency, µM (highest dose often 38.3 µM), without a hit: at the top dose activity change, negative = inhibition, usual class: inhibitors; hit rate 0.1% among 60,000; AID 927, 2007;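 also: potency is read from the fitted curve at half-maximal effect; nearly all actives have a fitted effect of over 60% in size; plate controls were DMSO for no effect and NEM full inhibition control for full effect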
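USP2 core (20 nM final) was preincubated with compound for 30 min at RT in 20 mM Tris-HCl pH 8.0, 2 mM CaCl2, 2 mM beta-mercaptoethanol; Ub-PLA2 (20 nM) plus NBD C6-HPC (20 uM) then added, fluorescence read after 2.5 h.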
CRE-bla Fsk: Cell signaling CRE-BLA (Fsk stim) | CHO CRE-bla reporter (cAMP response element driving beta-lactamase), forskolin EC10, beta-lactamase ratio | Potency, µM (highest dose often 38.2 µM), for inactives: at the top dose activity change, negative = inhibition, actives largely listed as activators | hit rate 2.5% among 71,000 | AID 662, 2007; active = well fitted activation curve with a large enough effect in the signal ratio, with a control signal flat, not every such curve was filed as active; inconclusive = small, poorly fitted or top-dose-only effect, or effect the other way, or a change in a side signal; the % refers to the signal ratio; also: potency is read from the fitted curve at half-maximal effect; % of control where 0% means no effect
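The 460nm/530nm emission ratio after CCF4 loading defined %Activity, from which AC50 values were obtained. CRE-bla CHO cells received compound dilution series together with an EC10 level of NKH 477 for 3 hours at 37 degrees Celsius.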
BRCT inh green: qHTS Assay for Inhibitors of BRCT-Phosphoprotein Interaction (Green Fluorophore); Breast cancer type 1 susceptibility protein (Homo sapiens), P38398; BRCA1 BRCT-phosphopeptide binding, green fluorescence polarization; Potency, µM (doses to about 76.9 µM), without a hit: top-dose activity change, negative = inhibition, usual class: inhibitors; hit rate 0.05% among 75,000;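 also: potency is read from the fitted curve at half-maximal effect; plate controls were peptide without protein for full effect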
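Compounds were incubated for 12 min at room temperature with a complex of 100 nM fluorescein-tagged pBACH1 decapeptide and 250 nM His-tagged BRCT protein. Buffer was phosphate pH 7.3 with EDTA, DTT and Tween 20. Disruption of binding lowers the polarization signal.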
Casp7 inh: qHTS Assay for Allosteric/Competitive Inhibitors of Caspase-7; hit rate 0.02% among 75,000; Potency, µM (top dose mostly 57.5 µM), inactives show top-dose activity change, negative = inhibition, actives largely listed as inhibitors; AID 889, 2007; recombinant caspase-7, Ac-DEVD-AFC fluorescence rate; P55210; active = well fitted inhibition curve with a large enough effect in the main read-out, with a control signal flat, not every such curve was filed as active; inconclusive = small, poorly fitted or top-dose-only effect, or a change in a side signal; also: potency is read from the fitted curve at half-maximal effect; % of control where 0% means no effect
Target sequence (P55210 24-198 limits assumed): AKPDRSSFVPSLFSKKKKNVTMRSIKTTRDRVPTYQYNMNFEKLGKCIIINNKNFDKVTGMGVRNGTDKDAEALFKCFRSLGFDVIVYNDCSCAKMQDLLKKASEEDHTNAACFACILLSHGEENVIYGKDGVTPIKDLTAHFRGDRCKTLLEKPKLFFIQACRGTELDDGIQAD
Target sequence (P55210 207-303 limits assumed): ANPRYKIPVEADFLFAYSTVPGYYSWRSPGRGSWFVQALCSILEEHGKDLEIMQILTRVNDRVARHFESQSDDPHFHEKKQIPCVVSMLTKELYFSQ
ERK AVP inh: qHTS Assay for Inhibitors of the ERK Signaling Pathway using a Homogeneous Screening Assay. HEK293-V1b, vasopressin-stimulated pERK AlphaScreen. Potency, µM (highest dose often 57.5 µM), for the others: at the top dose activity, negative = inhibition, actives largely listed as inhibitors. hit rate 0.99% among 72,000; also: potency is read from the fitted curve at half-maximal effect; % is scaled to controls: 0 for no effect and ±100 for the full control effect; nearly all actives have a fitted effect of over 55% in size
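HEK293 cells stably expressing V1b receptor, preincubated 30 min at 37 °C with compound, then stimulated 5 min with 25 nM vasopressin. Phospho-ERK by AlphaScreen SureFire after 5 h RT; normalized to DMSO and vasopressin; AC50 by Hill fit.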
Luciferase inh: qHTS Assay for Inhibitors of Firefly Luciferase; Potency, µM (doses to about 57.1 µM), for inactives: at the top dose activity change, negative = inhibition, actives largely listed as inhibitors; Luciferin 4-monooxygenase (Photinus pyralis), P08659; purified firefly luciferase, luminescence, 8 min; hit rate 2.2% among 72,000; also: potency is read from the fitted curve at half-maximal effect; % is scaled to controls: 0 for no effect and ±100 for the full control effect; nearly all actives have a fitted effect of over 40% in size
Target sequence (P08659 whole entry, looked up): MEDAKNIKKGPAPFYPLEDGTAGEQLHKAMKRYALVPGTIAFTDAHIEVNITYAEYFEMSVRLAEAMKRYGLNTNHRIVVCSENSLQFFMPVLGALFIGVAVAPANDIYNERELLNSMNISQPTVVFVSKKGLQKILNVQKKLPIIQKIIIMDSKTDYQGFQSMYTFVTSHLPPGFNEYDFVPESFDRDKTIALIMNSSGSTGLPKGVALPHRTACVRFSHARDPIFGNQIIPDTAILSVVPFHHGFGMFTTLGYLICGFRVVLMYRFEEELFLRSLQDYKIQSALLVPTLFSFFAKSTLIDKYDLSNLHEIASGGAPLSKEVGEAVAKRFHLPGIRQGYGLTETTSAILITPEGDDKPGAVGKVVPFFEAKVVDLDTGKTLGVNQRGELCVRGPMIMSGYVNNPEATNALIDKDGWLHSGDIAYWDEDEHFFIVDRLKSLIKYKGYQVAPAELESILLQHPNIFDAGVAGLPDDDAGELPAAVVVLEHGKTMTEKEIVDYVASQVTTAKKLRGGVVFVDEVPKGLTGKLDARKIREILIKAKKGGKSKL
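Luminescence read-out after 8 min at room temperature; enzyme reaction used luciferin plus 10 uM ATP (linear range) in imidazole buffer pH 7.2 with KCl, MgCl2, Tween 20 and BSA. Each sample was run as a titration.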
Casp1 inh: qHTS Assay for Allosteric/Competitive Inhibitors of Caspase-1; P29466; Caspase-1 enzyme, Ac-WEHD-AFC fluorogenic rate; Potency, µM (doses to about 57.5 µM), for the others: at the highest dose activity change, negative = inhibition, actives largely listed as inhibitors; hit rate 0.03% among 75,000;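 also: potency is read from the fitted curve at half-maximal effect; plate controls were vehicle for no effect and no substrate for full effect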
Starred values were filed as active, the others as inactive; i = inactive; ? = inconclusive; . = not tested or not shown; [ ] = dose if it differs, or a comment. Unless noted, calls follow the shape of the dose curve; as a rule, active = well fitted curve in the direction sought with a large enough effect; inconclusive = small, poorly fitted or top-dose-only effect, or another doubt; inactive = no such curve, though single readings can be large; an effect the other way counts as inactive or inconclusive.

SMILES	Tau fil binding	A350 fluor	BRCT PPI red	HEK293 cAMP ctrl	USP2a inh	CRE-bla Fsk	BRCT inh green	Casp7 inh	ERK AVP inh	Luciferase inh	Casp1 inh
COc1ccc(N(CC(=O)NC2CCCC2)C(=O)CCC(=O)Nc2cc(C)on2)c(OC)c1	-8%	i	-1.1%	-14%	1%	12%	-1.4%	1%	-12%	?	-2%
Cc1cc(C(=O)NC(C)c2ccncc2)no1 (stereo unspecified)	.	.	0.4%	-11%	.	.	-0.2%	-1%	.	.	-5%
Cc1ccc(CNC(=O)CCNS(=O)(=O)c2ccc3c(c2)c(=O)n(C)c(=O)n3C)cc1	2%	?	0.4%	0%	7%	-14%	-0.7%	0%	-17%	0%	1%
O=C(CSc1ncnc2nc[nH]c12)NCCc1ccccc1	8%	.	-0.6%	2%	1%	3%	-1.3%	-1%	-10%	1%	0%
CCOC(=O)C1CCN(C(=O)c2ccc(Cl)c(NC3=NC4CS(=O)(=O)CC4S3)c2)CC1 (stereo unspecified)	17%	.	0.3%	?	.	-4%	-5.9%	-2%	-10%	2%	2%
Cn1c(SCC(=O)NCc2cccs2)nnc1-c1cccs1	1%	i	-0.8%	-2%	2%	4%	0.2%	1%	-12%	2%	0%
COc1ccc(OC)c(-c2csc(N(Cc3ccco3)C(=O)c3cccs3)n2)c1	32%	1.2e-08M*	1.2%	?	-13%	10%	-1.1%	-1%	-4%[11.5 µM]	2%	-3%
CC(C)CNC(=O)CSc1nnc(CN2CCCCCC2=O)n1-c1ccccn1	0%	i	1.3%	-6%	7%	0%	1.5%	-1%	23%	0%	2%
Cc1ccc(NC(=O)CC2SCCNC2=O)cc1Cl (stereo unspecified)	-9%	i	-1.1%	1%	0%	?	-2.4%	0%	5%	-16%	0%
CCOC(=O)N1CCC(NC2CCCCCCC2)CC1	-16%	.	-0.7%	6%	-5%	-3%	-0.3%	0%	-2%	1%	-3%
CCOC(=O)C1=C(C)Nc2ncnn2C1c1c[nH]c2ccccc12 (stereo unspecified)	-7%	i	-1.5%	2%	-7%	-12%	2.4%	0%	24%	0%	0%
CCc1ccc2c(COn3nnc4ccc(S(=O)(=O)N(C)C)cc43)cc(=O)oc2c1	-16%	i	-0.5%	?	25%	-3%	-0.3%	-2%	-1%	-3%	-4%
CCN(CC)c1ccc(C(NC(C)=O)NC(C)=O)cc1	3%[11.4 µM]	.	-0.2%	8%[11.4 µM]	2%[7.66 µM]	?	0.3%	2%	-3%	1%	-1%
CCCCCn1c(CN(C)Cc2ccccc2)nc2c1c(=O)n(C)c(=O)n2C	12%	4.1e-08M*	0.6%	20µM*	27%	?	1.2%	-1%	-1%	1%	1%
Clc1ccc(Cn2nnc(-c3ccc(N4CCOCC4)cc3)n2)cc1	-14%	i	0.6%	?	55%[activator]	5%	-1.3%	1%	-5%	0%	1%
CCOCc1nnc(NS(C)(=O)=O)s1	-12%	4.1e-08M*	-2.8%	-1%	.	-4%	-1.2%	0%	-26%	-1%	-2%
CCSC(C)CC1CC(=O)CC(=O)C1 (stereo unspecified)	4%	.	1.5%	28%	13%	-1%	-1.8%	-6%	-12%	0%	-9%
NC(N)=NC(N)=Nc1c(F)c(F)c(F)c(F)c1F	8%[11.4 µM]	i	-0.1%[15.4 µM]	15%[11.4 µM]	.	8%[7.6 µM]	0.5%[15.4 µM]	0%[11.5 µM]	-10%[11.5 µM]	3%[11.4 µM]	-2%[11.5 µM]
Cc1ccc(N(C(=O)C2CCC(=O)N2)C2(C(=O)NC3CCCCC3)CCCCC2)cc1 (stereo unspecified)	6%	i	1.3%	11%	12%	2%	-3.0%	-1%	1%	-1%	-2%
COC(=O)N1[C@H](C)C=C[C@]1(Cc1ccccc1)C(=O)NCc1ccccn1	2%	.	-0.2%	18%	.	-6%	-0.6%	0%	30%	.	3%
O=C(Nc1ccccc1N1CCCC1)c1cccnc1	5%	i	-1.1%	0%	-6%	5%	-1.0%	2%	-20%	-1%	0%
Cc1c(C(=O)O)oc2ccc(S(=O)(=O)N3CCCCC3C(=O)O)cc12 (stereo unspecified)	7%	.	-2.1%	3%	.	-11%	-0.3%	1%	.	1%	?
O=C(c1cnc2sccn2c1=O)N1CCc2ccccc2C1	1%	i	-0.4%	9%	6%	-14%	-1.3%	0%	5%	-1%	-2%
Cn1nc(C(C)(C)C)cc1C(=O)Nc1nc2c(s1)C(=O)CC(C)(C)C2	-1%	?	0.6%	11%	.	?	-3.4%	2%	-1%	-4%	-1%
Cc1ccc(S(=O)(=O)N2c3ccccc3NC(=O)C2CC(=O)Nc2ccccc2)cc1 (stereo unspecified)	1%	i	-0.5%	-16%	22%	-13%	0.1%	5%	-19%	1%	-3%
CCn1c(C)nc2cc(-c3nnc(-c4c(-c5ccccc5)noc4C)o3)ccc21	255%	?	-1.0%	20µM*	62%[activator]	?	2.5%	-3%	?	0%	-2%
O=C(Nc1ccc(Cc2ccncc2)cc1)c1ccc(S(=O)(=O)N2CCOCC2)cc1	0%	i	0.9%	17%	29%	?	0.4%	0%	18%	-1%	1%
COc1ccc(N2CCN(C(=O)CSc3nnc(Cn4nnc5ccccc54)n3C)CC2)cc1	-18%	?	0.9%	-3%	-9%	-2%	1.5%	1%	-11%	1%	0%
Cn1nnnc1SCc1cccc(CSc2nnnn2C)n1	-3%	i	-0.7%	6%	5%	18%	-6.0%	-1%	-9%	2%	0%
COC(=O)C(C)Sc1nc(-c2ccc(OC)cc2)nc2c1c(=O)n(C)c(=O)n2C (stereo unspecified)	6%	4e-08M*	1.1%	30%	2%	11%	-1.2%	-3%	-8%	2%	1%
CCOc1cc(C2Nc3ccccc3C(=O)N2c2ccccc2)ccc1O (stereo unspecified)	-3%	2.8e-07M*	0.7%	3%	3%	-3%	-0.5%	-7%	-15%	-3%	-7%
COc1ccccc1Oc1ccc(S(=O)(=O)NCc2ccccn2)cc1	14%	i	-0.3%	?	8%	?	-0.3%	1%	-19%	4%	1%

One compound at a time, from the list above. Order of screens: Tau fil binding, A350 fluor, BRCT PPI red, HEK293 cAMP ctrl, USP2a inh, CRE-bla Fsk, BRCT inh green, Casp7 inh, ERK AVP inh, Luciferase inh, Casp1 inh
COc1ccc(N(CC(=O)NC2CCCC2)C(=O)CCC(=O)Nc2cc(C)on2)c(OC)c1 as listed: -8%, i, -1.1%, -14%, 1%, 12%, -1.4%, 1%, -12%, ?, -2%
O=C(Nc1ccccc1N1CCCC1)c1cccnc1 as listed: 5%, i, -1.1%, 0%, -6%, 5%, -1.0%, 2%, -20%, -1%, 0%
CCOC(=O)C1=C(C)Nc2ncnn2C1c1c[nH]c2ccccc12 (stereo unspecified) as listed: -7%, i, -1.5%, 2%, -7%, -12%, 2.4%, 0%, 24%, 0%, 0%
CCn1c(C)nc2cc(-c3nnc(-c4c(-c5ccccc5)noc4C)o3)ccc21 as listed: 255%, ?, -1.0%, 20µM*, 62%[activator], ?, 2.5%, -3%, ?, 0%, -2%
CC(C)CNC(=O)CSc1nnc(CN2CCCCCC2=O)n1-c1ccccn1 as listed: 0%, i, 1.3%, -6%, 7%, 0%, 1.5%, -1%, 23%, 0%, 2%
